Screening data as filed in PubChem.
Pemphigus Ab inh: human desmoglein-3 autoantibody binding inhibition. hit rate 0.48% among 310,000. P32926. AID 588358. binding (percent of control), % at 10 µM. DSG3-coupled beads, scFv-anti-DSG3-GFP binding, flow cytometry; active compounds read low;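 active means binding more than 3 SD below its plate's average and above zero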;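 further: hits lower antibody fragment binding to DSG3; some compounds called inactive have numbers as strong as hits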
phage Ecoli inh: E. coli growth loss with phage present; growth absorbance; inhibition, % at 11.9 µM; hit rate 0.26% among 360,000; in the data active means inhibition above about 11%
SUMO Mot1 rescue: inhibitors of SUMOylation pathway: yeast Mot1-301 growth rescue | AID 2716 | S. cerevisiae Mot1-301 growth rescue, ATP luminescence, 38.5C; percent above DMSO median, 100 means doubled | hit rate 1% among 320,000 | growth rescue, % at 18.8 µM;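 active means every valid replicate shows activation above 250% relative to neutral control wells; inactive means the rest, any valid replicate at or below 250%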;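 further: OY570 slx delta 5 strain wells were the positive control but not used for scaling; some compounds called inactive have numbers as strong as hits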
HTR5A inv ag: counter-screen for OPRM1-OPRD1 inverse agonists: human HTR5A inverse agonism; P47898; HTR5A cell line, luminescence; inhibition, % at 9.3 µM; hit rate 0.083% among 340,000; AID 504634; in the data active means inhibition mostly above about 23%, no sharp cut-off; inactive means mostly below about 18%;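 further: 0% = cells with DMSO and 100% = no-cell wells with DMSO; some compounds called inactive have numbers as strong as hits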
Target sequence (P47898 whole entry, looked up): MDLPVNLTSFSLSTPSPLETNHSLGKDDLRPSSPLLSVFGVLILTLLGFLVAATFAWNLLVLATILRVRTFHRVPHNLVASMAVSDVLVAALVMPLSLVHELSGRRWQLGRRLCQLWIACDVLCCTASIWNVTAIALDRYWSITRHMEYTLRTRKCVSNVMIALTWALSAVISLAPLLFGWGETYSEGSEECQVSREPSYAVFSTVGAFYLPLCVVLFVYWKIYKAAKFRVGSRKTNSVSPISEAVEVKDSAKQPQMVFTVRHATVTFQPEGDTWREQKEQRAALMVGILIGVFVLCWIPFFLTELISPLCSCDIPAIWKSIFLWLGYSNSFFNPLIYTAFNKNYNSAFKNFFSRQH
PKA-R1A activ: activates the PKA-R1A holoenzyme complex; PKA-R1A dissociation, Cy5-IP20 fluorescence polarization; scaled: DMSO 0%, 113 µM cGMP 100%; activation, % at 11.4 µM; hit rate 0.083% among 340,000;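 active means percent activation above the mean of all tested compounds plus 3 SD, cut at about 19% in these data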;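 further: higher means more PKAc released from R1A so a rise in polarization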
PfHsp90 set2: reduces growth (ATP signal) of yeast expressing P. falciparum Hsp90; S. cerevisiae expressing PfHsp90, BacTiter-Glo ATP, 48 h; yeast lacking PDR1 and PDR3 efflux regulators; inhibition, % at 9.4 µM; hit rate 0.32% among 310,000; AID 504621;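 active means every replicate shows inhibition above about 80%, whatever the replicate mean, limit read from the data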;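 further: 0% = DMSO neutral controls and 100% = 20 µM radicicol positive controls; yeast relying on Plasmodium falciparum Hsp90 in place of its own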
E coli growth: reduces bacterial viability in AddAB counter-screen; E. coli V3065 growth, OD600 absorbance, 18 h; inhibition, % at 11.9 µM; hit rate 0.27% among 330,000;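 active means inhibition above the campaign's mean inhibition across all tested compounds plus 3 SD, cut at about 9.9% in these data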;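 further: uninfected addAB+ strain grown without phage in ampicillin broth; 0% = DMSO wells and 100% = ciprofloxacin 0.95 µg/ml wells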
MOR-DOR ag: OPRM1-OPRD1 heterodimerization agonism; cells, luminescence; activation, % at 9.3 µM; hit rate 0.3% among 340,000; in the data active means activation above about 18%;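 further: 0% = vehicle-treated cells and 100% = reference agonist; values of inactives mirror those of a sister screen read the other way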
AddAB inh: less growth of phage-infected E. coli with AddAB; E. coli expressing H. pylori AddAB, absorbance growth; inhibition, % at 11.9 µM; hit rate 0.29% among 330,000; in the data active means inhibition above about 12%;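 further: 0% = vehicle wells of infected cells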
HTR5A ag ctr: activates human HTR5A in OPRM1-OPRD1 agonist counter-screen; HTR5A agonist assay, luminescence, cell-based; activation, % at 9.3 µM; hit rate 0.61% among 340,000; AID 504692; in the data active means activation mostly above about 9.5%, no sharp cut-off; inactive means mostly below about 7.6%;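 further: 0% = cells with vehicle only and 100% = reference agonist; strong numbers were not always called active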
OPRM1-OPRD1 inv: inverse agonist of human OPRM1-OPRD1 heterodimerization; cell-based MOR-DOR heterodimer luminescence, inverse agonism; P35372+P41143; inhibition, % at 9.3 µM; hit rate 0.21% among 340,000; in the data active means inhibition above about 22%, passing the limit was not always enough;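 further: 0% = cells with DMSO and 100% = wells without cells with DMSO; values of inactives mirror those of a sister screen read the other way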
* hit, by the source's call; . = not tested or not shown.

smiles	AddAB inh	Pemphigus Ab inh	PfHsp90 set2	PKA-R1A activ	E coli growth	HTR5A ag ctr	SUMO Mot1 rescue	phage Ecoli inh	HTR5A inv ag	OPRM1-OPRD1 inv	MOR-DOR ag
O=C(N/N=C\C=C\c1ccco1)C1COc2ccccc2O1 (stereo not given)	3.1	107.7	10.7	-8.5	-0.3	6.6	-3.4	0.1	-26.1	-6.1	1.2
COc1ccc(OC)c(NC(=O)c2cccc(NC(=O)c3ccccc3)c2)c1	2.2	116.5	10.4	-4.8	-2.4	-1.3	67.2	1.4	4.4	-0.7	0.1
COc1ccc(N2CCN(C(c3ccco3)c3sc4nc(C)nn4c3O)CC2)cc1 (stereo not given)	1.3	90.8	4.1	-2.3	1.3	-4.3	13.7	6.2	11.1	2.3	-0.4
CN(C)S(=O)(=O)c1cccc(NC(=S)NNC(=O)c2cc3ccccc3cc2O)c1	8.4	98.7	-41.1	-14.6	1.9	1.8	0.0	2.7	-6.4	2.9	-0.6
COc1ccc(N(CC(=O)N/N=C/c2ccc(-c3ccc([N+](=O)[O-])cc3)o2)S(=O)(=O)c2ccc(C)cc2)cc1Cl	4.6	107.8	-19.8	8.4	-0.7	5.8	4.9	1.8	-15.0	-6.0	1.2
O=C(COC(=O)Cn1cnc2ccccc2c1=O)Nc1ccc(Cl)cc1	0.4	100.9	1.6	-6.2	2.4	2.4	10.4	2.4	-6.5	10.7	-1.5
COc1ccccc1-c1nc2s/c(=C\c3cccs3)c(=O)n2n1	0.7	87.4	-13.7	8.6	0.8	-2.0	-8.1	3.2	7.2	3.0	-0.6
CCn1c(SCC(=O)N2CCC(C)CC2)nc2c(c1=O)SC(C)C2 (stereo not given)	5.2	.	-11.5	5.6	-1.2	-2.8	6.8	5.2	7.2	12.5	-3.1
COC(=O)c1cccc(NC(=O)C23CC4CC(C2)CC(n2cncn2)(C4)C3)c1	-0.8	.	18.9	-3.1	0.8	3.7	-3.6	1.2	1.9	12.3	-2.0
Nc1ccc(C(=O)OCC(=O)Nc2cc([N+](=O)[O-])ccc2F)cc1	5.2	98.0	11.7	1.5	-1.5	-1.8	5.4	4.3	4.7	-3.0	0.4
O=C(NCCc1c[nH]c2ccccc12)C(=O)NCC1OCCCN1S(=O)(=O)c1cccs1 (stereo not given)	0.3	99.8	-2.3	0.8	-0.4	30.9*	-1.6	4.4	-73.0	-1.7	0.2
Cc1ccc(N/C(N)=N/c2nc(C)cc(N3CCCCC3)n2)c(C)c1	2.7	104.9	-4.8	-2.7	-0.4	3.2	-6.7	5.5	-18.5	-5.1	1.0
O=C(Nc1ccccc1)C(=O)c1cn(CC(=O)N2CCCCC2)c2ccccc12	0.9	129.9	-20.3	0.9	1.7	0.5	-7.9	2.4	15.9	14.2	-2.6
O=C(CCN1C(=O)COc2ccccc21)NCCN1CCOCC1	5.7	106.2	9.7	-1.9	-0.1	5.5	-11.3	-0.7	-2.4	8.3	-1.4
Cc1cc(OCC(=O)O/N=C(\N)Cc2cccs2)ccc1Br	1.2	126.1	-15.0	4.5	1.9	5.9	30.4	1.8	7.5	-32.5	5.5
CC1CCC/C(=N\NC(=O)c2ccncc2)C1 (stereo not given)	0.5	97.3	-60.3	-1.8	0.4	-0.3	-6.9	4.2	0.8	4.5	-0.9
COc1ccccc1CNc1ccc(C(=O)O)cc1	2.2	.	13.0	6.8	2.9	-2.6	-8.2	1.9	-38.3	18.3	-3.2
COc1cc([N+](=O)[O-])ccc1-c1ccc(/C=N/NC(=O)OC(C)(C)C)o1	4.6	113.8	9.3	-11.9	0.0	2.0	211.6	2.3	9.3	8.3	-1.6
COCCOC(=O)C1=C(C)NC(=O)NC1C1CC=CCC1 (stereo not given)	0.1	82.0	-2.6	-9.6	-0.5	0.6	7.2	3.7	9.8	14.2	-2.6
CCOC(=O)c1cnn(-c2ccccc2)c1NC(=O)CCl	0.6	100.7	-11.9	-2.2	-2.3	-4.5	-12.6	5.0	7.2	-4.5	0.7
Cc1cc(NS(=O)(=O)c2ccc(NC(=S)NC(=O)/C=C/c3ccccc3)cc2)no1	1.0	88.6	6.6	12.2	0.4	-2.4	4.0	0.5	6.9	13.3	-2.1
Cc1ccccc1-c1ccc(=O)n(CC(=O)Nc2ccc(C(=O)N3CCCC3)cc2)n1	1.0	.	.	-6.0	-0.2	3.9	7.2	3.0	-12.9	2.3	-0.4
CC(C)C(=O)Nc1c2c(nc3c1CCC3)CCCC2	1.3	104.1	18.2	23.9*	2.0	-4.4	-7.1	1.0	-11.0	-4.7	0.8
COC(=O)c1cc(C#N)c(Oc2ccc(F)cc2)nc1C	2.1	.	-116.8	-6.8	0.1	2.0	15.0	2.4	5.4	-6.8	1.6
COCc1cc(C)nc(N2CCN(c3ccccc3)CC2)c1C#N	2.9	99.3	-10.2	-4.7	2.5	-2.5	71.1	-0.5	6.6	2.6	-0.5

In a second layout: results already given.
Each structure is followed by: AddAB inh	Pemphigus Ab inh	PfHsp90 set2	PKA-R1A activ	E coli growth	HTR5A ag ctr	SUMO Mot1 rescue	phage Ecoli inh	HTR5A inv ag	OPRM1-OPRD1 inv	MOR-DOR ag
COc1cc([N+](=O)[O-])ccc1-c1ccc(/C=N/NC(=O)OC(C)(C)C)o1
 : 4.6	113.8	9.3	-11.9	0.0	2.0	211.6	2.3	9.3	8.3	-1.6
COCCOC(=O)C1=C(C)NC(=O)NC1C1CC=CCC1 (stereo not given)
 : 0.1	82.0	-2.6	-9.6	-0.5	0.6	7.2	3.7	9.8	14.2	-2.6
CCOC(=O)c1cnn(-c2ccccc2)c1NC(=O)CCl
 : 0.6	100.7	-11.9	-2.2	-2.3	-4.5	-12.6	5.0	7.2	-4.5	0.7
Cc1cc(NS(=O)(=O)c2ccc(NC(=S)NC(=O)/C=C/c3ccccc3)cc2)no1
 : 1.0	88.6	6.6	12.2	0.4	-2.4	4.0	0.5	6.9	13.3	-2.1
Cc1ccccc1-c1ccc(=O)n(CC(=O)Nc2ccc(C(=O)N3CCCC3)cc2)n1
 : 1.0	.	.	-6.0	-0.2	3.9	7.2	3.0	-12.9	2.3	-0.4

(next part)
smiles	AddAB inh	Pemphigus Ab inh	PfHsp90 set2	PKA-R1A activ	E coli growth	HTR5A ag ctr	SUMO Mot1 rescue	phage Ecoli inh	HTR5A inv ag	OPRM1-OPRD1 inv	MOR-DOR ag
O=C(CNC(=O)C1COc2ccccc2O1)N/N=C/c1cc(Br)c(O)c(Br)c1 (stereo not given)	3.8	.	13.0	-0.6	-0.1	2.1	-6.2	0.9	-5.6	3.5	-0.5
O=C(NNS(=O)(=O)c1ccc(Br)cc1)NC1CCCCC1	2.1	99.5	38.3	-9.8	0.5	5.5	-1.8	3.8	25.8	7.1	-1.6
O=C(O)CCN1C(=O)CC2(CCCCC2)C1=O	2.6	.	3.1	-0.9	1.8	4.5	-5.4	2.5	10.0	14.8	-3.5
CC(C)C[C@@H](CN)NC(=O)c1nc[nH]c1C(=O)N[C@@H](C)C(=O)CNC[C@H](C)NC(=O)c1nc[nH]c1C(=O)N[C@@H](CC(=O)O)C(=O)O	.	97.6	3.7	-5.3	.	-6.5	.	2.1	22.5	9.4	-2.0
O=C(c1cccc(C(F)(F)F)c1)c1c[nH]c(C(=O)NCC2CCCO2)c1 (stereo not given)	4.0	.	-19.9	-4.5	-3.0	-3.1	-7.8	3.7	7.8	13.4	-2.9
COc1ccc(-n2c(SCC3CNC(=O)O3)nnc2-c2ccc(Cl)cc2)cc1 (stereo not given)	3.7	79.3	0.7	-9.9	-2.3	-2.5	0.4	1.6	6.1	8.1	-1.2
CCOC(=O)Cc1csc(NC(=O)CCC(=O)O)n1	2.9	126.5	.	.	1.5	.	486.2	-2.6	.	.	.
CC(C)C[C@H](NC(=O)c1nc[nH]c1C(=O)N1CCC(C)CC1)C(=O)OCc1ccccc1	-4.0	101.9	-14.6	-1.2	-0.9	-2.0	73.0	2.5	-2.1	-27.7	5.1
O=C(Nc1ccc(Cl)cc1)Nn1cnc2ccccc2c1=O	2.3	93.3	20.0	-6.7	-3.3	3.0	13.2	4.8	-8.6	7.8	-1.5
Cn1c(N)c(C(=O)COC(=O)c2cccc(S(=O)(=O)N3CCOCC3)c2)c(=O)n(C)c1=O	0.4	.	-4.2	1.0	1.1	0.8	-4.3	1.3	-3.2	10.1	-2.1
COCC(=O)Nc1nc(-c2ccc(-c3ccccc3)cc2)cs1	3.9	100.8	-19.0	-8.3	1.0	0.1	11.4	3.0	15.9	5.8	-1.2
N#Cc1c(NC(=O)CCC(=O)O)sc2c1CCCCC2	0.3	103.6	-23.7	-8.0	0.1	1.8	9.2	3.4	-4.8	-14.1	2.9
CC(C)C(=O)Nc1cccnc1	-1.0	75.5	-44.7	-0.6	-0.6	-1.5	147.1	1.9	5.4	10.1	-2.0
O=C(CCC(=O)N1CCOc2ccccc21)N1CCN(c2ccccc2)CC1	0.8	93.0	2.1	-4.7	-0.4	3.4	2.6	3.6	-2.1	13.4	-2.3
CC1(C)Cc2c(sc3nc(NCCN4CCOCC4)n4ncnc4c23)CO1	2.2	112.1	-4.2	16.2	-0.6	7.1	-17.1	2.0	-20.9	6.6	-1.1
Cc1cc(C)n(CCOc2nonc2N)n1	2.9	83.2	-7.4	3.9	0.6	0.7	-11.7	-0.8	-11.4	0.1	0.0
CC(C)NCc1nnc(-c2ccc(Cl)cc2)o1	-1.9	99.1	-13.0	2.1	0.4	1.2	.	4.0	19.2	19.9	-3.8
O=C(Nc1ccc2oc(-c3ccncc3)nc2c1)c1ccc2c(c1)OCO2	-0.2	98.5	-22.0	-2.0	-0.2	0.3	-9.4	1.4	-0.9	-16.2	3.1
CCOC(=O)c1ccc(NC(=O)N2CCN(C3CCCCC3)CC2)cc1	-1.3	93.4	0.5	-3.1	-0.7	-2.2	-18.1	1.5	3.9	-0.6	0.1
O=C(CCCC(=O)NC1CCCC1)NC1CCCC1	1.8	128.7	-3.2	1.5	-0.3	2.2	14.0	0.4	-9.8	5.6	-1.0
CCCCC(=O)NC(=S)Nc1ccc(S(=O)(=O)N2CCCC2)cc1	1.4	106.3	-10.5	-7.6	-1.4	-5.5	.	2.1	-5.6	4.4	-0.9
N=c1c(C(=O)NCCN2CCOCC2)cc2c(=O)n3ccccc3nc2n1Cc1ccc(F)cc1	-0.6	101.8	22.5	-0.1	-2.6	-3.8	44.5	2.0	-1.6	5.4	-1.1
CN(CCCn1cnc2c(OCc3ccccc3)ncnc21)CCc1ccccn1	.	100.2	15.4	-11.0	.	-2.3	.	2.3	8.8	19.8	-4.3
O=C(c1cccc2ccccc12)N1CCN(c2ccc([N+](=O)[O-])c(NCc3ccco3)c2)CC1	3.6	97.4	5.7	0.7	-1.6	-0.4	18.0	1.3	1.4	-6.2	1.1
Cc1nnc(NC(=O)c2cc(S(=O)(=O)N3CCCCC3)ccc2Cl)s1	2.3	95.7	-3.3	5.2	0.2	1.7	-6.5	-1.0	-3.0	11.5	-2.1
